# Screening results as filed in PubChem.
# RGS4 inh – Inhibitors of Regulator of G Protein Signaling (RGS) 4: qHTS | actives 0.039% (n = 390,000) | AID 504845, 2011 | Regulator of G-protein signaling 4 (Homo sapiens), P49798 | Potency, µM (titrated, usually from 114 µM), for inactives: at the highest dose activity change, negative = inhibition, most hits filed as inhibitors | Transcreener GDP fluorescence polarization, RGS4-accelerated GTP hydrolysis; further: potency means the concentration at half of the fitted maximal effect; on the % scale 0 is the no-effect control and ±100 the full control effect; nearly all actives have a fitted effect of over 75% in size; some results filed as inactive show a strong effect at the top dose
# Target sequence (P49798 whole entry, looked up): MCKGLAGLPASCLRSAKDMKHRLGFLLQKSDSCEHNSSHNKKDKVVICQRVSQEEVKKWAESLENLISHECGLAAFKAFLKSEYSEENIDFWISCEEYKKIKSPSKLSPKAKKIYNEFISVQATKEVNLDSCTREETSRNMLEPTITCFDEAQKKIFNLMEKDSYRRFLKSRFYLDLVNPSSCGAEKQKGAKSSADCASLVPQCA
#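 MLSMR compounds (23 nl, pin-transferred) preincubated 10 min at room temperature with a 500nM (2x) first reagent, then RGS4 at 900nM (2x) plus Transcreener GDP mix added; fluorescence polarization (620/688 nm) read before and after 90 min at 30 °C.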
# BAZ2B block – qHTS Assay for Inhibitors of BAZ2B | Bromodomain adjacent to zinc finger domain protein 2B (Homo sapiens), Q9UIF8 | actives 4.4% (n = 360,000) | AlphaScreen BAZ2B-H3K14Ac peptide displacement | Potency, µM (titrated, usually from 114 µM), for inactives: top-dose activity change, negative = inhibition, most hits filed as inhibitors; further: potency means the concentration at half of the fitted maximal effect; on the % scale 0 is the no-effect control and ±100 the full control effect; nearly all actives have a fitted effect of over 60% in size
#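 BAZ2B (50 nM) with biotin-H3(5-23)K14Ac peptide (50 nM) in PBS pH 7.4, 0.01% Tween-20, preformed 30 min, then compound 30 min at room temperature; top concentration 110uM. AlphaScreen streptavidin donor/nickel chelate acceptor beads (10 ug/mL final), 20 min dark, signal read.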
# JMJD2A Tudor inh – qHTS Assay for Inhibitors of JMJD2A-Tudor Domain; Lysine-specific demethylase 4A (Homo sapiens), O75164; AlphaScreen JMJD2A-Tudor / H3K4me3 peptide binding; Potency, µM (series often up to 114 µM), without a hit: at the highest dose activity change, negative = inhibition, actives largely listed as inhibitors; actives 4.4% (n = 390,000); AID 504339, 2011; further: potency means the concentration at half of the fitted maximal effect; on the % scale 0 is the no-effect control and ±100 the full control effect; nearly all actives have a fitted effect of over 50% in size
# 12-LOX inh – Primary qHTS assay for inhibitors of human arachidonate 12S-lipoxygenase (ALOX12): Round 2. Polyunsaturated fatty acid lipoxygenase ALOX12 (Homo sapiens), P18054. purified 12hLO, xylenol orange hydroperoxide absorbance. Potency, µM (top dose mostly 108 µM), for inactives: top-dose activity change, negative = inhibition, hits mostly inhibitors. actives 1.1% (n = 580,000). AID 1671190, 2021; further: potency means the concentration at half of the fitted maximal effect; on the % scale 0 is the no-effect control and ±100 the full control effect
# Target sequence (P18054 whole entry, looked up): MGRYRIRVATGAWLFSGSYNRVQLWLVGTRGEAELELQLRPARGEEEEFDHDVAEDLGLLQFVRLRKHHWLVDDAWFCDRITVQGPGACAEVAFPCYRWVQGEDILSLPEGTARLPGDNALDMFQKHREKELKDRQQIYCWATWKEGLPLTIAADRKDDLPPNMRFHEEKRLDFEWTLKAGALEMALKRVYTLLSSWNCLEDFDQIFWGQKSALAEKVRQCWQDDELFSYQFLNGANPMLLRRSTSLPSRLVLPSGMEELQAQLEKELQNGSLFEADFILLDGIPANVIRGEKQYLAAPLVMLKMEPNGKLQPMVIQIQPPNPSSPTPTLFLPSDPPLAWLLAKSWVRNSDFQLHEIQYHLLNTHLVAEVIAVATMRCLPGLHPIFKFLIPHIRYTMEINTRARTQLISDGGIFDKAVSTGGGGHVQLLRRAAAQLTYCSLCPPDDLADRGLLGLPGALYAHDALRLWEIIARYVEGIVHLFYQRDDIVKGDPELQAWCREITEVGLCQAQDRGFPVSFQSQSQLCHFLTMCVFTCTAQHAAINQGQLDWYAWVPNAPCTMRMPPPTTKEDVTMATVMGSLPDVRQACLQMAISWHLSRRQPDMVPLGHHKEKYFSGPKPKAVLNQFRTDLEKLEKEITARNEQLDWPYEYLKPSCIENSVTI
#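 Purified human 12hLO (150 nM final) in 25 mM Hepes, 0.01% Triton X-100, pH 7.0 was preincubated 15 min at room temperature with compound. Then 40 uM arachidonic acid was added, 30 min. Hydroperoxide was read by Fe-XO absorbance ratio 573/405 nm.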
# PI4K2A inh – qHTS for small molecular inhibitors of PI4K2A. Phosphatidylinositol 4-kinase type 2-alpha (Homo sapiens), Q9BTU6. purified PI4K2A, ADP-Glo luminescence, 1 h; active compounds read low. activity change, negative = inhibition, % at 76.9 µM. actives 0.13% (n = 420,000); in the data active means activity change below about -50%; inconclusive means mostly about -30% to -49%;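 further: -100% = wells without enzyme as full effect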
#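 In this quantitative HTS, ADP production by PI4K2A was quantified luminescently after 1 h at ambient temperature; 100 microM adenosine served as plate-quality control.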
# ERG Ets-DNA blk – qHTS for Small Molecule Inhibitors of the ERG Ets/DNA interaction. Transcriptional regulator ERG (Homo sapiens), P11308. fluorescence polarization, His-ERG Ets domain / labelled DNA. Potency, µM (series often up to 76.9 µM), inactives show top-dose FP activity, negative = inhibition, most hits filed as inhibitors. actives 0.028% (n = 370,000); active means well fitted inhibition curve with a large enough effect in the polarisation, with a control signal flat; inconclusive means small, poorly fitted or top-dose-only effect, or effect the other way, or a change in a side signal; inactive means no such curve, though single readings can be large or run the other way; the % refers to the polarisation;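 further: polarization taken with two DNA probes labelled with fluorescein and Texas red; potency means the concentration at half of the fitted maximal effect; % of control where 0% means no effect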
#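 His-tagged ERG Ets domain (1 uM in the protein solution; 300mM KCl, 50mM Tris-HCl, 1mM EDTA, 1mM DTT, pH 7.5) received compound, then a probe mix of 5 nM fluorescein-DNA and 100nM Texas-615-DNA. Fluorescence polarization was read for both dyes.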
# HP1b chromo inh – HTS for Inhibitors of HP1-beta Chromodomain Interactions with Methylated Histone Tails; Chromobox protein homolog 1 (Homo sapiens), P83916; actives 0.56% (n = 390,000); Potency, µM (highest dose often 114 µM), for the others: at the highest dose activity change, negative = inhibition, usual class: inhibitors; AlphaScreen HP1-beta / biotin-H3K9me3 peptide binding; further: potency means the concentration at half of the fitted maximal effect; nearly all actives have a fitted effect of over 70% in size; inactives centre near 23
# Target sequence (P83916 whole entry, looked up): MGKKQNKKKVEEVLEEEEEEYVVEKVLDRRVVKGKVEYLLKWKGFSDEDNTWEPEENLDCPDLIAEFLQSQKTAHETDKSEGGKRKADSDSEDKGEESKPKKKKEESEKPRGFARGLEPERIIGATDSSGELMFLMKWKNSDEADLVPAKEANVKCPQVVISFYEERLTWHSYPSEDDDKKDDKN
#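 AlphaScreen: HP1-beta (50 nM) preformed 30 min with biotin-H3(1-18)K9me3 peptide (50 nM) in PBS pH 7.4, 0.01% Tween-20. Compound added for 30 min at RT, then streptavidin donor/nickel chelate acceptor beads (10 ug/mL) for 30 min.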
# G9a block – qHTS Assay for Inhibitors of Histone Lysine Methyltransferase G9a; Histone-lysine N-methyltransferase EHMT2 (Homo sapiens), Q96KQ7; G9a H3K9 monomethylation, AlphaScreen, 2 h; Potency, µM (titrated, usually from 102 µM), without a hit: at the top dose activity, negative = inhibition, hits mostly inhibitors; actives 8.8% (n = 350,000); AID 504332, 2011; further: potency means the concentration at half of the fitted maximal effect; on the % scale 0 is the no-effect control and ±100 the full control effect; nearly all actives have a fitted effect of over 75% in size
#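 G9a (20 nM) was preincubated 15 min with compound, then reacted 2 h at room temperature with 500 nM biotin-H3K9 peptide and 20 µM SAM. Monomethyl-H3K9 detected by AlphaScreen using anti-H3K9me1 antibody.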
# GLS inh – qHTS for Inhibitors of Glutaminase (GLS) | GLS enzymatic activity, qHTS titration | Potency, µM (doses to about 45.5 µM), without a hit: at the highest dose activity change, negative = inhibition, usual class: inhibitors | actives 0.21% (n = 410,000) | AID 624170, 2012; further: potency means the concentration at half of the fitted maximal effect; on the % scale 0 is the no-effect control and ±100 the full control effect
#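 Enzyme dispensed in phosphate buffer (45 mM, pH 8.2, 0.02% Tween-20), compounds pinned in, then 1 mM L-glutamine solution and the glutamate oxidase–HRP–Amplex Red mix added; fluorescence read immediately and again after 30 min at room temperature.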
# * = called active by the depositor; ? = inconclusive; . = no result given; & = joins results of further samples; [ ] = remark or other dose. Unless noted, the call rests on the fitted dose curve; in most records, active means well fitted curve in the direction sought with a large enough effect; inconclusive means small, poorly fitted or top-dose-only effect, or another doubt; inactive means no such curve, though single readings can be large; an effect the other way counts as inactive or inconclusive. Some of the compounds tested (hit frequency here may not be typical).
SMILES,RGS4 inh,BAZ2B block,JMJD2A Tudor inh,12-LOX inh,PI4K2A inh,ERG Ets-DNA blk,HP1b chromo inh,G9a block,GLS inh
CN(Cc1ccccc1)C(=O)CCn1c(=O)c2cccn2c2cccnc21,17%,?,-10%,1%,1,5%,16%,.,11%
O=C(c1ccccc1NS(=O)(=O)c1ccc(F)cc1)N1CCc2ccccc21,-21%,2%,-13%,9%,-6,-7%,19%,-4%[59 µM],0%
N=C1C(c2ccccc2)=C(O)CN1c1cccc(O)c1,?,-1%,-2%[57.1 µM],7%,3,-9%,45%[activator],?,-11%
Brc1ccc(OCc2nnc(SCC3CCCCC3)o2)cc1,7%,271%[activator],307%[activator],-12%,5,-9%,.,259%[activator][59 µM],0%
Cc1c(Cl)cccc1NC(=S)NC1CCN(Cc2ccccc2)CC1,-38%,-32%,-13%,?,2,-1%,0%,-84%,7%
O=C(c1ccc2c(c1)N(Cc1ccc(F)cc1)C(=O)c1ccccc1S2(=O)=O)N1CCCCCC1,23%,-12%,-20%,-8%,1,?,16%,-29%[59 µM],-10%
COc1cc(OC)c(C(=O)Nc2cc(Cl)ccc2-n2cncn2)cc1OC,0%,-2%,-25%,-24%,6,6%,8%,?,1%
CC(CCC(=O)O)C1CCC2C3C(O)CC4CC(O)CCC4(C)C3CC(O)C12C (stereo unspecified),16%,-10%,-14%,0%&-2%,3,?,45%[activator],.,-5%
O=[N+]([O-])c1ccc(N2CCN(c3ccccc3Cl)CC2)cn1,-45%,-17%,-17%,?,-5,10%,28%,-33%,-9%
CN1CCN(CCCNC(=O)c2ccc(NC(=O)C3=CSCCO3)cc2)CC1,6%,?,2%,2%,-3,7%,19%[57 µM],.,8%
COc1ccc(CN2CCNC(=O)C2CC(=O)NCCCn2nnc3ccccc32)cc1C (stereo unspecified),-9%,-20%,-33%,43%[activator],7,-1%,21%,?,0%
COc1ccc(NC(=S)NNC(=O)c2ccc(S(=O)(=O)N3CCOCC3)cc2)cc1,?,-23%,-23%,14%,-3,-104%,-5%,40µM*,29%
COc1ccc(NC(=O)Nc2ccc3nsnc3c2)cc1,-10%,8%[57.1 µM],-8%,-23%,0,.,33%,21%,37%[activator]
CCOc1ccc(CCNC(=O)c2cccc(S(=O)(=O)N3CCN(C(C)=O)CC3)c2)cc1OCC,-1%,12%,-10%,7%,4,3%,8%,?,19%
c1ccc(-c2nnc3sc(-c4ccncc4)nn23)cc1,-18%,2%,-25%,-16%,1,-13%,-16%,-4%[12.7 µM],-4%
COC(=O)c1ccccc1NC(=O)Cn1c(=O)n(CCCC(=O)NCc2ccccc2OC)c(=O)c2ccccc21,-5%,2%,14%,?,-2,6%,26%,2%[59 µM],-7%
COc1cc(NC(=O)c2cc3nc(-c4ccccc4)cc(-c4ccccc4)n3n2)c(OC)cc1Cl,-33%,4%,-14%,0%,-6,0%,34%,-1%[59 µM],1%
CCOC(=O)CSC1=Nc2ccccc2C2=NC(CC(=O)NCc3ccc4c(c3)OCO4)C(=O)N12 (stereo unspecified),0%,-4%,-10%,?,2,0%,13%,?,?
O=C(Nc1cc(S(=O)(=O)N2CCCCC2)ccc1N1CCCCC1)c1ccncc1,1%,-18%,-23%,16%,1,-8%,7%,-3%[12.7 µM],3%
CSc1ncccc1C(=O)OCC(=O)N1CC2(C)CC1CC(C)(C)C2 (stereo unspecified),-9%,.,-3%,-11%,-3,-6%,34%,.,-10%
CCOC(=O)c1ccc(Nc2cc(C)nc3ncnn23)cc1,3%,30%[activator],-6%,0%,3,-14%,33%,-18%[59 µM],2%
Cc1ccc(C)c(OCCCN2CCc3ccccc3C2)c1,2%,0%,10%,-22%,-7,-8%,68%[activator],.,8%
O=C(NC(c1ccccc1)c1c(O)ccc2ccccc12)c1ccccc1Cl (stereo unspecified),8%,-26%,-34%,-29%,-7,-6%,-8%,16%,-11%
CC(C)CN(C(=O)c1cccc(Cl)c1)c1c(N)n(CC(C)C)c(=O)[nH]c1=O,10%,2%,-18%,-9%,2,-4%,9%,9%,-1%
O=[N+]([O-])c1cccc(-n2nnnc2CNCc2ccccc2)c1,21%,0%,-8%,-2%,0,-2%,25%,3%,6%

# Reformatted bar-delimited: entries from further up.
structure | RGS4 inh | BAZ2B block | JMJD2A Tudor inh | 12-LOX inh | PI4K2A inh | ERG Ets-DNA blk | HP1b chromo inh | G9a block | GLS inh
O=[N+]([O-])c1ccc(N2CCN(c3ccccc3Cl)CC2)cn1 | -45% | -17% | -17% | ? | -5 | 10% | 28% | -33% | -9%
CCOc1ccc(CCNC(=O)c2cccc(S(=O)(=O)N3CCN(C(C)=O)CC3)c2)cc1OCC | -1% | 12% | -10% | 7% | 4 | 3% | 8% | ? | 19%
Cc1ccc(C)c(OCCCN2CCc3ccccc3C2)c1 | 2% | 0% | 10% | -22% | -7 | -8% | 68%[activator] | . | 8%
Brc1ccc(OCc2nnc(SCC3CCCCC3)o2)cc1 | 7% | 271%[activator] | 307%[activator] | -12% | 5 | -9% | . | 259%[activator][59 µM] | 0%
O=C(c1ccc2c(c1)N(Cc1ccc(F)cc1)C(=O)c1ccccc1S2(=O)=O)N1CCCCCC1 | 23% | -12% | -20% | -8% | 1 | ? | 16% | -29%[59 µM] | -10%

# (cont.)
SMILES,RGS4 inh,BAZ2B block,JMJD2A Tudor inh,12-LOX inh,PI4K2A inh,ERG Ets-DNA blk,HP1b chromo inh,G9a block,GLS inh
COc1ccc2oc(C(=O)C3CC3)c(N)c2c1,19%,?,-15%,82%[activator],-8,-1%,13%,?,1%
N#Cc1cccc(NC(=O)COc2ccc(-n3ccnc3)cc2)c1,-23%,14%,-11%,-4%,2,-7%,34%,10%,-4%
Cc1ccc(S(=O)(=O)N2CCCCCC2)cc1[N+](=O)[O-],0%,-27%,-2%,-8%,3,1%,8%,?,-3%
CCN(CC)CCN(Cc1cc2cccc(C)c2[nH]c1=O)C(=S)Nc1ccccc1,8%,-24%,-19%,0%,-6,1%,-2%,-14%,-16%
COc1cc([N+](=O)[O-])ccc1NC(=O)COC(=O)c1ccc(NC(N)=O)cc1,-37%,-17%,-34%,-1%,5,21%,45%[activator],6%[12.7 µM],-19%
CC(C)Cc1nc2n[nH]c(N)c2c2c1COC(C)(C)C2,12%,9%,-19%,0%,-8,0%,16%,-3%[12.7 µM],29%
CN(C(=O)Nc1ccccc1)C1CCS(=O)(=O)C1 (stereo unspecified),18%,1%,11%,37%[activator],13,2%,25%,16%[59 µM],-1%
CC(=O)Nc1ccc(NS(=O)(=O)c2ccc3c(c2)n(C)c(=O)n3C)cc1,-27%,79µM*,-8%,10%,-5,3%,49%[activator],3%,-10%
O=C(CSc1nnc(NC(=O)C2CC2)s1)NCc1cccs1,-18%,-12%,-6%,27%,-1,4%,37%,13%,-4%
Cc1ccc(NC(=O)c2nc[nH]c2C(=O)NCCCCCNC(=O)OC(C)(C)C)cc1,-14%,0%,-18%,-4%,3,-13%,58%[activator],3%[0.501 µM],6%
CCOc1cc(S(=O)(=O)NCCc2c(C)[nH]c3ccc(C)cc23)ccc1F,24%,35µM*,50µM*,?,-5,4%,-5%,-46%[59 µM],13%
COC(=O)c1sccc1NC(=O)CSc1ccc(Cl)cc1,1%,64%[activator][57.1 µM],67%[activator],0%,4,-2%,110%[activator],285%[activator],-23%
O=C(Nc1ccccc1)Nc1nnc(Cc2ccc([N+](=O)[O-])cc2)s1,7%,0%,-8%,9%,-1,13%,8%,19%[59 µM],-1%
CCOc1ccc(C2C(C(=O)O)CCC(=O)N2C2CCCCC2)cc1 (stereo unspecified),-2%,1%,4%[11.4 µM],-10%,-11,-5%,51%[activator],-4%,-1%
O=C(COC(=O)c1ccc[nH]c1=O)NCCCc1ccccc1,16%,6%,-9%,-12%,0,-2%,3%,-14%[12.7 µM],-1%
Cc1ccc(S(=O)(=O)Nc2c(C)n(C)n(-c3ccccc3)c2=O)cc1C(=O)NCc1ccccn1,-20%,3%,2%,24%,3,7%,30%,59%[activator][59 µM],3%

# Records listed above printed as active in JMJD2A Tudor inh:
SMILES,RGS4 inh,BAZ2B block,JMJD2A Tudor inh,12-LOX inh,PI4K2A inh,ERG Ets-DNA blk,HP1b chromo inh,G9a block,GLS inh
CCOc1cc(S(=O)(=O)NCCc2c(C)[nH]c3ccc(C)cc23)ccc1F,24%,35µM*,50µM*,?,-5,4%,-5%,-46%[59 µM],13%
